Screens deposited in PubChem BioAssay by Johns Hopkins Ion Channel Center.
hERG rescue: shields human hERG channel from block by proarrhythmic agents; Q12809; CHO-hERG, FluxOR thallium flux, dofetilide IC70 present; 0.51% of 310,000 active; activation (rescue from dofetilide block), less the hit threshold, % at 10 µM; AID 1511;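 active means activation above the mean of controls blocked by dofetilide plus 5 SD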;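 further: thallium influx through hERG after potassium depolarization seen as dye fluorescence rise; in these data hits start at about 4.7%; inactives centre near -7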
MrgX1 ag: human MrgX1 receptor agonism, primary screen; AID 588627; B-score at 10 µM; MrgX1-HEK293 cells, Fluo-4 calcium fluorescence, agonist mode; hits give high values; 0.44% of 310,000 active;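 active means calcium response B-score plate-corrected fluorescence ratio at least 3 library SD, with starting fluorescence B-score inside 5 SD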
Target sequence (Q96LB2 whole entry, looked up): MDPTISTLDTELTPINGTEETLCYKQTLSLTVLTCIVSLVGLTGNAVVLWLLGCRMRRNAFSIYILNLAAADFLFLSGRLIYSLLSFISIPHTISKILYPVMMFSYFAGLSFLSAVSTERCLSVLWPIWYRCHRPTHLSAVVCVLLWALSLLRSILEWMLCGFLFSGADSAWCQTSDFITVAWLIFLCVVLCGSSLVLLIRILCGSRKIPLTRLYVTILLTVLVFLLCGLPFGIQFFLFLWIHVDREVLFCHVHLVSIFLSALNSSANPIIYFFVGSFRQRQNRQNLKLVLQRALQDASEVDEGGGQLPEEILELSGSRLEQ
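Assay system: MrgX1-expressing HEK293 cells / Amount: fifteen thousand cells per well / Doses: test compound in the initial addition of three / Timing: cells plated overnight, dye loaded 0.5 h 37 °C, 0.5 h room temperature / Technique: kinetic calcium dye fluorescence, Fluo-4 NW / Control set: positive and negative controls per plate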
MrgX1 PAM: allosterically activates human MrgX1 receptor signaling; Q96LB2; MrgX1-HEK293, Fluo-4 calcium flux, FDSS; hits give high values; B-score at 10 µM; 0.63% of 310,000 active; AID 588675;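 active means plate-corrected calcium response at least 3 library SD above typical, normal starting fluorescence, not activating the receptor alone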;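 further: compound read alongside a low EC10 to EC30 dose of BAM8-22 agonist; peak minus trough fluorescence over baseline measured at the second addition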
KCNK9 block: inhibitors of human KCNK9 two-pore domain potassium channel; Q9NPC2; HEK293 KCNK9, FluxOR thallium flux fluorescence; hits give low values; B-score at 10 µM; 1.2% of 310,000 active; AID 488922;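 active means ratio B-score over 3 SD below the library mean, with starting fluorescence within 5 SD of its mean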;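 further: negative B-score means less thallium flux so channel inhibition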
KCNQ1 inh: inhibitors of human KCNQ1 potassium channel. CHO-K1 KCNQ1, FluxOR thallium flux fluorescence; hits give high values. B-score at 10 µM. 1.3% of 310,000 active. AID 2642;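 active means compounds whose thallium flux B-score, printed positive for inhibition, exceeds three library SD while starting fluorescence stays within three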;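 further: channel opened by potassium depolarization with thallium stimulus after 20 min compound exposure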
KCNK3 block: human KCNK3 channel inhibition, primary screen; CHO-KCNK3 thallium flux, FluxOR fluorescence; hits give low values; B-score at 10 µM; 0.84% of 340,000 active; AID 602410;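 active means B-score under library mean minus 4 SD, starting fluorescence ratio at most library mean plus 5 SD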;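 further: more negative B-score means stronger inhibition of thallium flux through KCNK3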
Target sequence (O14649 whole entry, looked up): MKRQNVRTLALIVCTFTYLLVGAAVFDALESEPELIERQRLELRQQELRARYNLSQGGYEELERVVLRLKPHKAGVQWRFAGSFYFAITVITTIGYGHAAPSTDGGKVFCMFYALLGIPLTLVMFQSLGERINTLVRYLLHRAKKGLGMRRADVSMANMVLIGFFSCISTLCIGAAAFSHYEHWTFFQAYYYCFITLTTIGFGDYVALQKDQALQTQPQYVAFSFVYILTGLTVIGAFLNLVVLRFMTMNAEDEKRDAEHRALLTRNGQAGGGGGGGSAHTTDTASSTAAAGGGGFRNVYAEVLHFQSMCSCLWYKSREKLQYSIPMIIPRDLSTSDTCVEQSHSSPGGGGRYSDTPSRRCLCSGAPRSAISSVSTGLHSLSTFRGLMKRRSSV
RGS4 act: potentiators or activators of RGS4; 0.92% of 310,000 active; HEK293 M3R/inducible RGS4, carbachol calcium flux Fluo4; hits give low values; B-score at 10 µM;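 active means B-score of the integrated calcium signal more than 4 SD below the library mean, with starting fluorescence not abnormally high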;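 further: negative B-score means reduced calcium response which marks RGS4 activation or potentiation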
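System – HEK293 FlpIn-TREx cells, stable M3R, doxycycline-inducible RGS4 · Reagent – ECmax carbachol challenge · Times – compound preincubation 20 min at room temperature before agonist · Technique – Fluo4 fluorescence kinetic imaging of calcium · Measure – B score of integrated Fluo4 ratio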
KCNQ1 act: human KCNQ1 channel potentiation or activation; P51787; 0.35% of 310,000 active; CHO-K1 KCNQ1, thallium flux FluxOR fluorescence; hits give high values; AID 2648; B-score at 10 µM;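 active means fluorescence ratio B-score, a plate-corrected score, at least three library SD, with initial intensity B-score within 5 SD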
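assay system = KCNQ1-transfected CHO-K1 cells | medium = assay buffer with matched DMSO | probe or stimulus = depolarizing K+/Tl+ stimulus, K2SO4 and Tl2SO4 each 12.5 mM in 5x stock | dosing = single dose | incubation = dye 90 min, compound 20 min, room temperature | detection = kinetic FluxOR fluorescence, 10 s baseline plus 110 s post-stimulus | evaluation = ratio B score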
ANO1 activ: activators or potentiators of mouse TMEM16A chloride channel; Q8BHY3; 0.3% of 340,000 active; B-score at 10 µM; HEK293 TMEM16A/YFP-H148Q/I152L, iodide quench fluorescence; hits give low values; AID 623877;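 active means fluorescence-ratio B-score plate-corrected deviation score at least 3 library SD below zero, with starting fluorescence score within 5 deviations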;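 further: channel opened by trigger with iodide after compound preincubation; score built on the fluorescence ratio of max minus min over baseline; more negative score means more quench and so TMEM16A activation or potentiation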
TMEM16A inh: inhibitors of mouse TMEM16A calcium-activated chloride channel. AID 588511. 1.2% of 310,000 active. Q8BHY3. HEK293 TMEM16A/YFP iodide influx fluorescence, ionomycin. normalized B-score (activity score, 25-100; higher = stronger inhibition) at 10 µM;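 active means ratio plate-corrected score three or more library SD toward inhibition, starting fluorescence score within five deviations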;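 further: score derived from kinetic fluorescence span divided by baseline fluorescence per well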
RGS4 inh: inhibitors of human RGS4 | 0.45% of 310,000 active | B-score at 10 µM | P49798 | HEK293 M3R/RGS4 inducible, Fluo-4 calcium flux; hits give high values; triggered by carbachol at its EC20;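 active means B-score, a plate-corrected calcium signal, over three deviations above library mean, with baseline fluorescence within five deviations of library mean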;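 further: RGS4 expression induced by doxycycline in cells with stable M3 receptor; B-score is computed from the integrated fluorescence ratio over baseline after carbachol; higher B-score means a larger calcium signal and so more RGS4 inhibition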
Target sequence (P49798 whole entry, looked up): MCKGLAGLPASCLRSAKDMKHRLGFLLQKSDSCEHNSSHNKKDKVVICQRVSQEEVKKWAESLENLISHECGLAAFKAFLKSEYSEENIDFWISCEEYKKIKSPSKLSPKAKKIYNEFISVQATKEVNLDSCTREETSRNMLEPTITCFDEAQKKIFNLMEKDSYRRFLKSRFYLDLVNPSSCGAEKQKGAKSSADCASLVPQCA
* = called active by the depositor; i = inactive; x = not tested or not shown. Not a hit list; any-hit rate near 6.3%.

SMILES	hERG rescue	MrgX1 ag	MrgX1 PAM	KCNK9 block	KCNQ1 inh	KCNK3 block	RGS4 act	KCNQ1 act	ANO1 activ	TMEM16A inh	RGS4 inh
CCOC(=O)CN1C(=O)SC(Nc2ccc(C)cc2)C1=O (configuration not stated)	-2	i	i	i	i	i	i	i	i	i	i
Brc1ccccc1Cn1cnc2ccccc21	-15	i	i	i	i	i	i	i	i	i	i
O=C(NCCOc1ccccc1)C1CCC(=O)N(CCN2CCOCC2)C1 (configuration not stated)	-6	i	i	i	i	i	i	i	i	i	i
COc1ccc(OC)c(NC(=O)COC(=O)c2ccc(S(=O)(=O)N3CCOCC3)cc2)c1	-7	i	i	i	i	i	i	i	i	i	i
COc1ccccc1NC(=O)CC(=O)c1cccc([N+](=O)[O-])c1	-6	i	i	i	i	i	i	i	x	i	i
N#Cc1c2c(c[nH]c1=O)CCN2Cc1ccccc1	-7	i	i	i	i	i	i	i	i	i	i
Cc1c(C(=O)Nc2ccc(F)cc2)cn2c(nc3ccccc32)c1C#N	-12	i	i	i	i	i	i	i	i	i	i
CCOC(=O)C1CCN(S(=O)(=O)c2cccc(C(=O)Nc3ccccc3)c2)CC1	-8	i	i	i	i	i	i	i	i	i	i
COc1ccc(CNS(=O)(=O)c2ccc(F)c(C(=O)Nc3ccc(OC)cc3)c2)cc1	4.8*	i	i	i	i	i	i	i	i	i	i
Cc1ccc(C(=O)NC(=S)Nc2ccccc2C(F)(F)F)c(C)c1	-2	i	i	i	i	i	i	i	i	i	i
CCOC(=O)/C(O)=C(\C#N)c1nc2ccccc2[nH]1	-11	i	i	i	i	i	i	i	i	i	i
OCCNc1ncnc2c1ncn2Cc1ccccc1	-5	i	i	i	i	i	i	i	i	i	i
CCOC(=O)c1ccccc1NC(=S)N1CCN(C2CCCCC2)CC1	-6	i	i	i	i	i	i	i	i	i	i
CCOC(=O)c1sc(S(C)(=O)=O)c2c1CC(C)(C)C/C2=N/O	-11	i	i	i	i	i	i	i	i	i	i
CC(C)CCN1CCN(Cc2cccn2-c2cccnc2)CC1CCO (configuration not stated)	-14	i	i	i	i	i	i	i	i	i	i
O=C(NN1C(=O)/C(=C/c2ccc(O)cc2)SC1=S)c1ccccc1O	-2	i	i	i	i	i	i	i	i	i	i
O=C(NCCc1c[nH]c2ccccc12)N[C@@H](Cc1ccccc1)C(=O)O	0	i	i	i	i	i	i	i	i	i	i
CCCCN1C(=O)CC(Nc2ccc(CC)cc2)C1=O (configuration not stated)	0	i	i	i	i	i	i	i	i	i	i
Cc1cc(C)c(NC(=O)CCCN2CCN(C)CC2)c(C)c1	-3	i	i	i	i	i	i	i	i	i	i
COc1ccc2c(CC(=O)Nc3ccc(OC)c(S(=O)(=O)N4CCOCC4)c3)coc2c1	-9	i	i	i	i	i	i	i	i	i	i
COCCCN(C(=O)c1cc(-c2ccco2)nc2ccccc12)c1c(N)n(Cc2ccccc2)c(=O)[nH]c1=O	-9	i	i	i	i	i	i	i	i	i	i
COc1ccc(CCNC(=O)CC(NS(=O)(=O)c2ccc(NC(C)=O)cc2)C(C)C)cc1OC (configuration not stated)	-1	i	i	i	i	i	i	i	i	i	i
COC(=O)Cc1cc(OC)c(OC)cc1Cc1cc(OC)c(OC)cc1CC(=O)OC	-2	i	i	i	i	i	i	i	i	i	i
O=C(NNC1=NCCC1)c1cccc(Br)c1	-10	i	i	i	i	i	i	i	i	i	i
Brc1ccc(C=Nc2ccc(Nc3ccccc3)cc2)s1	-8	i	i	i	i	i	i	i	i	i	i
CC(C)c1[nH]c(=O)c(C#N)c2c1COC(C)(C)C2	-12	i	i	i	i	i	i	i	i	i	i
CSc1nc2c(c(=O)[nH]1)C(c1ccccc1)C1=C(CC(C)(C)CC1=O)N2 (configuration not stated)	-3	i	i	i	i	i	i	i	i	i	i
Cc1ccccc1-n1ncc(C(C)NS(=O)(=O)c2sccc2C)c1C (configuration not stated)	-6	i	i	i	i	i	i	i	i	i	i
COc1ccc(/C=N/NC(=O)c2ccc(NC(=O)c3cccc([N+](=O)[O-])c3)cc2)c(C(=O)O)c1OC	-9	i	i	i	i	i	i	i	i	i	i
COc1cc(S(=O)(=O)Nc2cccc3cn[nH]c23)c(OC)cc1C	-6	i	i	i	i	i	i	i	i	i	i
COc1ccc(CN(C(=O)CCC(=O)N2CCCCC2)c2nccs2)cc1OC	3	i	i	i	i	i	i	i	i	i	i
COc1cccc(NC(=O)Nc2cc(C(=O)NC(C)C)ccc2N2CC3CC(C2)c2cccc(=O)n2C3)c1 (configuration not stated)	-5	i	i	i	i	i	i	i	i	i	i
CCCCNC(=O)c1onc(CSc2ccc(Cl)cc2)c1C(=O)NCCCC	-5	i	i	i	i	i	i	i	i	i	i
O=C(Nc1ccccc1NS(=O)(=O)c1ccc(F)cc1)C1CCC1	-13	i	i	i	i	i	i	i	i	i	i
COc1ccc(NC(=O)c2c(C)noc2-c2snnc2C)cc1	-4	i	i	i	i	i	i	i	i	i	i
COc1ccc(NS(=O)(=O)c2ccc(O)c(NC(=O)c3ccc(S(=O)(=O)N4CCCC4)cc3)c2)cc1	-12	i	i	i	i	i	i	i	i	i	i
O=C(O)CC(C(=O)NCc1ccccc1)C1CCCO1 (configuration not stated)	-7	i	i	i	i	i	i	i	i	i	i
Cc1cccc(CCNCc2c(C(=O)O)c(C)n(-c3ccccc3)c2C)c1	-2	i	i	i	i	i	i	i	i	i	i
Cc1nc(-c2ccccc2)sc1C(=O)/C=C/c1ccc(Cl)cc1	-5	i	i	i	i	i	i	i	i	i	12*
CCOC(CNC(=O)c1cc2c(=O)n(CC)c3ccccc3c2s1)OCC	-8	i	i	i	i	i	i	i	i	i	i
Cn1ccnc1COc1ccc(C=O)cc1	-6	i	i	i	i	i	i	i	i	i	i
CCOC(=O)C1CCN(CC(=O)Nc2c(C(=O)OC)[nH]c3cccc(Cl)c23)CC1	-14	i	i	i	i	i	i	i	i	i	i
CCOC(=O)c1ccc(S(=O)(=O)NCCN(CC)CC)cc1	-10	i	i	i	i	i	i	i	i	i	i
Cc1c(N=C2SCC(=O)N2c2c(C)n(C)n(-c3ccccc3)c2=O)c(=O)n(-c2ccccc2)n1C	-6	i	i	i	i	i	i	i	i	i	i
Cn1c(=O)c2c(nc(CN3CCN(c4ccccc4F)CC3)n2CCN2CCOCC2)n(C)c1=O	-10	i	i	i	i	i	i	i	i	i	i
O=C(COC(=O)CCS(=O)(=O)c1ccc(Cl)cc1)Nc1ncc(Cl)cc1Cl	-6	i	i	i	i	i	i	i	i	i	i
CC1=NN(C(=O)c2ccc(C)o2)C(O)(c2ccccc2)C1 (configuration not stated)	x	i	i	x	x	i	x	x	i	i	x
Cc1[nH]c2ccccc2c1C(=O)CN1CCCCC1CCO (configuration not stated)	-6	i	i	i	i	i	i	i	i	i	i
COc1c(C)cc(S(=O)(=O)N2CCCC2)c(C)c1C	-6	i	i	i	i	i	i	i	i	i	i
CCN(Cc1cc2ccccc2[nH]c1=O)C(=O)C(C)C	-9	i	i	i	i	i	i	i	-4.8*	i	i
CCOC(=O)c1cc(C(O)(C(F)(F)F)C(F)(F)F)c(/N=C/N(C)C)o1	3	i	i	i	i	i	i	i	i	i	i
O=C(O)C1CC(=O)N(Cc2ccc(F)cc2)C1 (configuration not stated)	x	i	i	x	x	i	x	x	i	i	x
Cc1cccc(C)c1NC(=O)CSc1nnc(NC(=O)c2ccccc2C(=O)O)s1	-14	i	i	i	i	i	i	i	i	i	i
O=C(COC(=O)c1ccccc1Cl)NCCC1=CCCCC1	-5	i	i	i	i	i	i	i	i	i	i
COCC1CCCCN1C(=O)c1ccc2oc(CCc3ccccc3)nc2c1 (configuration not stated)	-12	i	i	i	i	i	i	i	i	i	i
CC(NC(=O)COC(=O)c1cc([N+](=O)[O-])ccc1N1CCOCC1)c1ccc(F)cc1 (configuration not stated)	-14	i	i	i	i	i	i	i	i	i	i
c1ccc(CN2CCN(Cc3cn4cccnc4n3)CC2)cc1	-4	i	i	i	i	i	i	i	i	i	i
C[C@@]12CCC=C[C@H]1[C@H](c1ccc(F)c(/C=C/c3ccccc3)c1)N(Cc1ccccc1)C2=O	-11	i	i	i	i	i	i	i	i	i	i
Cc1cccc(/C=C/c2onc(C)c2S(=O)(=O)N2CCC(C(=O)NC(C)C)CC2)c1	-7	i	i	i	i	i	i	i	i	i	i
CCC(C)(C)n1nnnc1CN1CCN(c2nc3ccc(C)cc3cc2C#N)CC1	-14	i	i	i	i	i	i	i	i	i	i

Two compounds from above with just KCNQ1 act and TMEM16A inh.
| smiles | KCNQ1 act | TMEM16A inh |
| --- | --- | --- |
| CCOC(=O)c1ccccc1NC(=S)N1CCN(C2CCCCC2)CC1 | i | i |
| O=C(O)C1CC(=O)N(Cc2ccc(F)cc2)C1 (configuration not stated) | x | i |

Structures listed so far marked active in ANO1 activ.
canonical_smiles	MrgX1 ag	KCNK9 block	KCNQ1 inh	KCNK3 block	KCNQ1 act	ANO1 activ	RGS4 inh
CCN(Cc1cc2ccccc2[nH]c1=O)C(=O)C(C)C	i	i	i	i	i	-4.8*	i

Continuation.
SMILES	hERG rescue	MrgX1 ag	MrgX1 PAM	KCNK9 block	KCNQ1 inh	KCNK3 block	RGS4 act	KCNQ1 act	ANO1 activ	TMEM16A inh	RGS4 inh
COc1ccc(CCNC(=O)COc2ccc([N+](=O)[O-])cc2)cc1	-10	i	i	i	i	i	i	i	i	i	i
CC(=O)N1C=CN(C(C)=O)C(c2cn(C)c3ccccc23)C1c1cn(C)c2ccccc12 (configuration not stated)	x	i	i	x	x	i	x	x	i	i	x
CC(C)C[C@H](NC(=O)c1[nH]cnc1C(=O)N[C@@H](C)C(=O)OC(C)(C)C)C(=O)OC(C)(C)C	-5	i	i	i	i	i	i	i	i	i	i
COc1ccc(/C(N)=N/OC(=O)CC2CCCCC2)cc1OC	-9	i	i	i	i	i	i	i	i	i	i
Cc1csc(SCC(=O)NCc2cccc(Cl)c2)n1	-21	i	i	i	i	i	i	i	i	i	i
